# ERp5 inh – inhibitors of human ERp5 | ERp5 insulin aggregation, absorbance 650 nm, 90 min | inhibition, % at 9.99 µM | 350,000 tested, 0.05% active | AID 651711;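 active = mean replicate inhibition above about 25%, with every replicate also reaching it, limit read from the data, passing the limit was not always enough; inconclusive = only one of those two criteria met; inactive = neither criterion met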
# Target sequence (Q15084 whole entry, looked up): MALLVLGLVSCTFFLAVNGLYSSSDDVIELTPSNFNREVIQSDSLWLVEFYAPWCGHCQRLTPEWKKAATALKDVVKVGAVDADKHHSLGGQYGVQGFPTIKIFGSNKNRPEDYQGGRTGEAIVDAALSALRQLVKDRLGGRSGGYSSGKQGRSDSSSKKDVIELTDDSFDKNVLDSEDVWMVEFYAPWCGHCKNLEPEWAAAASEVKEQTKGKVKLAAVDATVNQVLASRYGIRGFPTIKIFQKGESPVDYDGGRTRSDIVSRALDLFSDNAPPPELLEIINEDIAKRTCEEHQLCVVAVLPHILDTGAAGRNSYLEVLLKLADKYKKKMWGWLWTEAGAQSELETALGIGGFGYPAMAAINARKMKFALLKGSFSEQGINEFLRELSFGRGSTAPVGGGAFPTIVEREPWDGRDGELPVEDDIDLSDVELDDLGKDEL
# Casp6 inh – caspase-6 (human) enzyme inhibition. P55212. AID 686996. inhibition, % at 12.5 µM. 350,000 tested, 0.53% active. purified caspase-6, Z-VEID-R110 cleavage fluorescence;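 active = mean inhibition across replicates at least about 35%, with every replicate also reaching that limit, limit read from the data; inconclusive = only one of the two criteria met; inactive = neither criterion met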;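 also: 0% = median of neutral control wells and 100% = no fluorescence left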
# Target sequence (P55212 24-179 limits assumed): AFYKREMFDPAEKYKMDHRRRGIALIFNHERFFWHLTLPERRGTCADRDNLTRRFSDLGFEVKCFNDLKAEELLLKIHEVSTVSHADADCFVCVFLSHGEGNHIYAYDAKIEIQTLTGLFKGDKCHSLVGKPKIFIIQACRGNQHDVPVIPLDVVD
# Target sequence (P55212 194-293 limits assumed): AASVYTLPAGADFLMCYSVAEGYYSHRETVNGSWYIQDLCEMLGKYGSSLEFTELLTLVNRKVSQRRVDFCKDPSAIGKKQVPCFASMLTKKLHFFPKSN
# ERAP1 HTS inh – ERAP1 (human) enzyme inhibition. Q9NZ08. recombinant ERAP1, Leu-AMC fluorescence, 60 min. inhibition, % at 10.7 µM. 340,000 tested, 0.15% active. AID 652197;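 active = mean replicate inhibition of at least 30%, or all replicates individually reaching that 30% level; inactive = mean below 30% and not every replicate reaching it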;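 also: 0% = neutral control wells and 100% = L-leucinethiol positive control wells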
# F508del corr – CFTR F508del correction in bronchial cells. CFBE cells, YFP halide quenching; stimulated with forskolin plus potentiator P3; % fluorescence drop versus neutral controls. activity (quench increase), % at 7.58 µM. 350,000 tested, 0.36% active;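 active = mean added fluorescence quench of at least 8% versus neutral control, with both replicates also reaching 8%; inconclusive = only one of the mean or replicate conditions met; inactive = mean below 8% and not both replicates reaching 8%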;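 also: cells transiently co-express mutant CFTR-F508del with the halide-sensitive YFP; corrector assay measuring rescue of mutant channel to the surface after 24 h compound exposure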
# DENV2 CPE rescue – protects cells from dengue virus 2 cytopathic effect; DENV2-infected cells, cytopathic effect rescue, plate reader; CPE inhibition, % at 9.99 µM; 350,000 tested, 1.7% active; AID 651640; in the data active = CPE inhibition above about 20%, passing the limit was not always enough; inconclusive = no clear call, values can overlap the other calls; tested in BHK-21 cells;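 also: 0% = median of neutral control wells and 100% = median of positive control wells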
# miR-122 sensor – blocks miR-122 activity in Huh7 sensor cells | Huh7 miR-122 Renilla luciferase sensor, 48 h; neutral wells = 0, positive control = 100 | activation (reporter increase), % at 12.5 µM | 340,000 tested, 0.3% active | AID 602342;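 active = mean replicate activation score at least 90 and every replicate individually at or above 90; inconclusive = only one of the two criteria met; inactive = neither criterion met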;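 also: higher luciferase means less miR-122 activity so hits act as miR-122 inhibitors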
# SIRT5 inh – inhibitors of human sirtuin-5 desuccinylase. Purified SirT5, succinyl-peptide AMC, trypsin-coupled fluorescence. 330,000 tested, 1.1% active. Q9NXA8. inhibition, % at 15 µM; in the data active = inhibition above about 15%; inconclusive = no clear call, values can overlap the other calls
# Target sequence (Q9NXA8 whole entry, looked up): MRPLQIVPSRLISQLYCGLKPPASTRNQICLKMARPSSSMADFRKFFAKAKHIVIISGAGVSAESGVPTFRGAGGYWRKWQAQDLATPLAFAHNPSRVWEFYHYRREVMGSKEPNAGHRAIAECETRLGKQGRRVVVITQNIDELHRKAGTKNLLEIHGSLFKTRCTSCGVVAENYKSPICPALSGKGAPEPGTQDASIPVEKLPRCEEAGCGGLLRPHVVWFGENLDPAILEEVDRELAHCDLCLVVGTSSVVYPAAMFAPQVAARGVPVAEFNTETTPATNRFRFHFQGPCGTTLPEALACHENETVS
# * = called active by the depositor; ? = inconclusive; . = no result given; & = joins results of further samples; [ ] = another dose, or the depositor's remark.
SMILES,ERp5 inh,Casp6 inh,ERAP1 HTS inh,F508del corr,DENV2 CPE rescue,miR-122 sensor,SIRT5 inh
CNC[C@H](O)c1ccc(O)c(O)c1,0,.,-1,7.4,?,4,6
CC(C)NC(=O)Nc1ccc2c(c1)C(=O)N([C@H](C)CO)C[C@@H](C)[C@H](CN(C)CC1CC1)OCCCC[C@H](C)O2,2,-3,0,3.0,-4,-1[16.7 µM],3
COC(=O)c1cc(Cl)cc(Cl)c1OS(=O)(=O)N(C)C,3,0,10,6.2,-3,0,-2
COc1ccc2c3c([nH]c2c1)[C@H](CO)N(C(=O)CN(C)C)CC31CCN(Cc2ccncc2)CC1,1,-25,-5,2.5,10,.,-6
O=S(=O)(c1cc(F)ccc1F)N1CCN(c2ncnc3ccccc23)CC1,-2,1,-4,2.7,0,19,-5
OC[C@H]1[C@@H](c2ccc(C#Cc3ccccc3)cc2)[C@@H]2CN(CC3CCOCC3)CCCCN12,18,-1,1,2.0,-5,-6[16.7 µM],-3
CNc1nc(N)nc(-c2cc(Cl)ccc2OC)n1,5,-1,1,-1.1,3,.,-1
Cc1csc(SCC(=O)NCc2ccc3c(c2)OCO3)n1,-1,0,.,-2.8,1,.,1
C[C@@H]1CN([C@@H](C)CO)C(=O)c2cc(C#Cc3ccccn3)cnc2O[C@H]1CN(C)Cc1cncnc1,1,3,-3,1.3,23,-4[16.7 µM],-1
O=C(c1cccnc1)N1CC[C@@H]2[C@H]1c1cc(-c3cccc(F)c3)ccc1N[C@@H]2CO,-6,-3,-1,-0.6,0,3[16.7 µM],11
COc1cc2c(=O)n(CCC(=O)NCC3CCCO3)c(=O)n(CC(=O)Nc3ccc(C)cc3)c2cc1OC (configuration not stated),-1,2,3,-0.9,1,.,-9
COC(=O)/C=C1\OC(C2CC2)c2ccccc21 (configuration not stated),0,-1,-1,-3.3,-4,.,.
C[C@@H]1CN([C@@H](C)CO)C(=O)c2cc(Br)cnc2O[C@H]1CN(C)C(=O)c1ccc2c(c1)OCO2,4&2,2&2,-2&-1,-0.5&2.6,7&10,-4,5&0
Cn1cnc([N+](=O)[O-])c1C(=O)Nc1cccc([N+](=O)[O-])c1,-5,-1,-2,1.0,-1,.,-1
C[C@H](CO)N1C[C@H](C)[C@@H](CN(C)Cc2ccc3c(c2)OCO3)Oc2c(NC(=O)Nc3ccccc3)cccc2C1=O,-1,2,1,-1.4,0,95*[16.7 µM],-6
CC1(C)OC(C)(C)/C(=C\c2ccc(OCC(N)=O)cc2)C1=O,5,-2,-1,-3.9,-7,7,0
CC(C)(C)c1ccc(NC(=O)COC(=O)C2(C)CC2(Cl)Cl)cc1 (configuration not stated),4,4,-3,-3.0,4,.,1
C[C@@H](NC(=O)C[C@H]1CC[C@H]2[C@@H](COC[C@@H](O)CN2C)O1)c1ccccc1,1,2,0,-1.2,-2,1[16.7 µM],0
Cc1ccc(NC(=O)Cn2c(=O)c3cccn3c3ccccc32)cc1,-6,-1,-5,-0.9,?,-2,-5
COc1ccc(NC(=O)N[C@H]2C=C[C@H](CC(=O)NCc3ccccn3)O[C@@H]2CO)cc1,5,1,0,1.1,-5,.,-2
O=C(Nc1cccc([N+](=O)[O-])c1)C1C2CC/C=C\CCC21 (configuration not stated),1,-2,5,0.0,1,0,-3
CCCS(=O)(=O)N1CCCC(C(=O)Oc2ccccc2Cl)C1 (configuration not stated),-1,-1,2,1.0,2,.,0
CCC(=O)Nc1ccc2c(c1)OC[C@H](C)N(Cc1ccccc1C(=O)O)C[C@H](C)[C@@H](OC)CN(C)C2=O,2,0,1,0.7,7,.,.
O=C(Cc1c[nH]c2ccccc12)Nc1ccc(Nc2ccncc2)cc1,-1,-23,2,-4.1,5,.,.
COC(=O)[C@@]1(CCS(=O)(=O)c2ccccc2)N=C(c2ccc(OCCCO)cc2)O[C@H]1c1ccccc1,-7,6,2,2.2,27*,.,5

# For reference, four of the compounds above:
SMILES,ERp5 inh,Casp6 inh,ERAP1 HTS inh,F508del corr,DENV2 CPE rescue,miR-122 sensor,SIRT5 inh
CNC[C@H](O)c1ccc(O)c(O)c1,0,.,-1,7.4,?,4,6
CC(C)NC(=O)Nc1ccc2c(c1)C(=O)N([C@H](C)CO)C[C@@H](C)[C@H](CN(C)CC1CC1)OCCCC[C@H](C)O2,2,-3,0,3.0,-4,-1[16.7 µM],3
COC(=O)c1cc(Cl)cc(Cl)c1OS(=O)(=O)N(C)C,3,0,10,6.2,-3,0,-2
COc1ccc2c3c([nH]c2c1)[C@H](CO)N(C(=O)CN(C)C)CC31CCN(Cc2ccncc2)CC1,1,-25,-5,2.5,10,.,-6

# More records:
SMILES,ERp5 inh,Casp6 inh,ERAP1 HTS inh,F508del corr,DENV2 CPE rescue,miR-122 sensor,SIRT5 inh
COc1ccc2c(C)cc(=S)[nH]c2c1,4,-2,4,-0.7,-3,.,2
O=C(N[C@@H]1CC[C@@H](CCNS(=O)(=O)Cc2ccccc2)O[C@@H]1CO)c1cnccn1,-4,-1,-1,-0.1,-5,-1[16.7 µM],-1
O=C(C[C@H]1CC[C@@H]2[C@H](COC[C@@H](O)CN2C(=O)Cc2ccccc2)O1)NC1CCCC1,1,2,0,3.1,?,23[16.7 µM],0
Cc1nc2cc(NC(=O)C3COc4ccccc4O3)ccc2s1 (configuration not stated),-5,2,90*,-0.1,2,-5,-2
O=C(CN1CCCCCC1)Nc1ccccc1,-2,-4,3,-0.2,4,0,.
CCCCn1nnnc1C(c1cc2ccccc2o1)N(CCC#N)Cc1ccccc1 (configuration not stated),0,-2,0,-8.0,2,.,-1
CCC1CN(C(=O)NCc2ccc(F)cc2)c2cc(Cl)ccc2O1 (configuration not stated),5,-4,-3,2.5,18,.,-4
CN(C)C(=O)c1cccc(-c2ccc([C@@H]3[C@@H](CO)N(C(=O)C4CCCC4)[C@H]3C#N)cc2)c1,3,0,2,-1.7,4,.,-2
CC(=O)N(C)C[C@@H]1Oc2ncc(-c3cccc(C#N)c3)cc2C(=O)N([C@H](C)CO)C[C@H]1C,0,-1,1,.,-6,-7[16.7 µM],-7
CCOC(=O)c1cc(-c2ccc(N3CCOCC3)cc2)nn1-c1ccccc1C(=O)O,-1,40*,7,0.5,6,8,3
COCCNC(=O)[C@H]1[C@H](CO)[C@H]2Cn3c(ccc(-c4ccccc4OC)c3=O)[C@H]2N1C(=O)C1CCC1,8,-1,3,-1.1,?,.,-13
COC(=O)[C@@]12CCCCN1[C@H](c1ccc(-c3ccc(OC)cc3)cc1)[C@H]1C(=O)N(C)C(=O)[C@H]12,5,0,-3,-0.7,-11,.,-7
CCS(=O)(=O)Nc1ccc2c(c1)C(=O)N(C)[C@H]1CC[C@H](CC(=O)Nc3ccccc3)O[C@@H]1CO2,-3,1,-3,1.1,-1,2[16.7 µM],2
Fc1ccc(C2N(c3ccccc3)C(=S)N3CCCN23)cc1 (configuration not stated),0,-1,1,1.9,6,12,2
Cc1cc(C(=O)C(=O)N(C)C)c(C)n1-c1ccc(Cl)cc1,2,-2,-1,-0.6,8,-9,1
Cc1cc(=O)cc(C)n1-c1ccc(F)cc1F,4,3,-3,-0.1,3,.,-8
Cc1cc(C(=O)NCCc2ccccc2)ccc1[N+](=O)[O-],5,3,-1,-3.1,-2,-2,-6
c1ccc(CN(CCN2CCOCC2)Cc2ccccc2)cc1,1,-1,2,4.8,2,-3,3
COc1cccc(C2=CC(=O)CC(C)(C)C2)n1,8,0,0,-1.0,-6,1,.
COc1cccc(NC(=O)CSc2nnc(CNC(=O)c3ccccc3F)o2)c1,-8,0,1,-0.7,-4,-1,-2
CC(Sc1nnnn1-c1ccccc1)C(=O)NC1CCCC1 (configuration not stated),8,0,-2,0.3,-1,.,-1
CN(C)C(=O)c1cccc(-c2ccc3n(c2=O)C[C@@H]2[C@@H](CO)[C@H](C(=O)NCC4CC4)N[C@H]32)c1,-1,0,1,.,-1,.,-22
O=c1nccc(N/N=C/c2ccccc2)[nH]1,3,2,-1,0.9,-3,-2,24*
CC(=O)N1CCCCN2[C@@H](CO)[C@@H](c3ccc(-c4ccncc4)cc3)[C@@H]2C1,2,1,3,1.5,-3,7[16.7 µM],2
COC(=O)c1c(NC(C)=O)sc(C(=O)Nc2ccccc2F)c1C,-3,2,1,-3.6,8,.,-2
# More results
SMILES,ERp5 inh,Casp6 inh,ERAP1 HTS inh,F508del corr,DENV2 CPE rescue,miR-122 sensor,SIRT5 inh
COc1ccc(-c2nc(-c3ccncc3)no2)c(OC)c1,-3,-1,-4,1.3,8,-4,5
O=C(CN1CCN(C(=O)C2CCCO2)CC1)Nc1ccc(Br)cc1 (configuration not stated),-3,0,-2,2.7,-3,-2,0
CCCn1nnc(NC(=S)NC(=O)c2ccccc2OC)n1,0,0,-3,-1.5,7,3,0
O=C(C[C@@H]1C[C@@H]2c3cc(NS(=O)(=O)c4ccc(F)cc4)ccc3O[C@@H]2[C@H](CO)O1)N1CCc2ccccc2C1,7,1&1,-3&-8,3.5&-0.1,-1&-3,-7,1&-1
O=C(COC(=O)COc1ccccc1)NC1CCS(=O)(=O)C1 (configuration not stated),-4,2,0,-3.6,3,17,7
C/C(=N/NC(=O)CCC(=O)Nc1cccc(Cl)c1)c1ccc(C)cc1,3,-1,5,-0.2,28*,.,.
COc1cccc(C(=O)N2c3ccccc3Sc3ccccc32)c1,8,0,-1,4.4,12,.,7
O=C(/C=C/c1ccccc1)Nc1ccc(CN2CCOCC2)cc1,-2,-6,-5,-3.1,-3,.,-1
CC(C)C#Cc1cnc2c(c1)C(=O)N([C@H](C)CO)C[C@H](C)[C@H](CN(C)C(=O)c1ccccn1)O2,2,1,1,-2.0,4,0[16.7 µM],-2
O=C(O)CCC(=O)Nc1ccc(C(=O)OCC(=O)c2ccc(Cl)cc2)cc1,-2,2,1,0.5,-10,8,-1
O[C@@H]1CN(CC2CCCCC2)[C@@H](c2ccc(Cl)cc2)C[C@H]1n1cc(-c2ccc(F)cc2)nn1,4,3,5,1.2,5,-3,2
O=C(O)CCn1c(-c2ccccc2)cc2ccccc21,1,-2,16,0.0,8,.,-11
COc1ccc(COC(=O)CCN=C2NS(=O)(=O)c3ccccc32)cc1F,4,1,-7,-0.6,2,.,-1
c1ccc(C[n+]2cccc(-c3ccccc3)c2)cc1,2,-2,-1,.,-1,.,-1
Cc1ccc[n+](CC(=O)Nc2nc3ccccc3s2)c1,-2,6,-2,1.9,-3,-2,-1
Cc1noc(C)c1NC(=O)Nc1cccc2c1O[C@@H](CN(C)Cc1ccc(C(=O)Nc3ccccc3N)cc1)[C@@H](C)CN([C@H](C)CO)C2=O,5,0,-3,-2.6,-9,.,.
Cc1ccccc1-c1ccc2c(c1)[C@@H]1C[C@H](N(C)CC3CCCCC3)[C@H]([C@H](C)O)CN1CC2,1,-2,-1,-1.7,5,.,0
Cc1ccc(C(=O)NS(=O)(=O)c2ccc(N=NN(C)C)cc2)cc1,-3,20,-3,1.6,-3,4,3
COc1cc(NC(=O)[C@@H]2O[C@H](CO)[C@@H](O)[C@H]2O)cc(OC)c1OC,2,7,11,1.1,-1,6,.
CCOc1ccc2ncc(S(=O)(=O)c3ccccc3)c(N3CCN(c4ccc(OC)cc4)CC3)c2c1,2,0,0,.,3,.,-3
O=[N+]([O-])c1nn(-c2ccc3c(c2)OCCO3)n(O)c1=NC1CCN(Cc2ccccc2)CC1,0,1,0,0.1,-11,-7,-1
COc1ccccc1CNC(=O)CNC(=O)c1cn(-c2ccccc2OC)c(=O)c2ccccc12,4,0,1,-2.7,?,-15,-8
Cc1cc(NC(=O)Cc2ccccc2[N+](=O)[O-])no1,0,3,.,-4.0,-3,3,-4
COc1ccc(-c2cc(CC3(C(=O)O)CCN(C(=O)OC(C)(C)C)CC3)on2)c(OC)c1,-1,-2,1,-0.1,4,.,.
O=C(C[n+]1ccccc1)N1c2ccccc2Sc2ccccc21,1,1,-1,1.5,-1,.,1
C[C@@H]1CN([C@@H](C)CO)S(=O)(=O)c2ccc(C#Cc3cccnc3)cc2O[C@H]1CN(C)C(=O)CN(C)C,54*,-2,1,-1.5,13,3[16.7 µM],0
Cc1onc(-c2ccccc2)c1C(=O)OCC(=O)NC(C)c1ccc(Cl)cc1 (configuration not stated),0,3,-5,1.9,-12,.,-7
COc1ccc(-c2nc(CN3CCC(C(=O)N4CCOCC4)CC3)c(C)o2)cc1C,-5,-4,-3,1.6,2,-6,-4

# Screens as filed in PubChem BioAssay.
